CHT PAM – human CHT allosteric activation; B-score at 10 µM; hit rate 0.49% among 310,000; CHT-expressing cells, membrane potential dye, choline EC20; hits give high values; LV-AA mutant CHT in HEK293 cells;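 active = initial fluorescence not abnormally high and integrated response B-score, plate-corrected, over 3 SD above library mean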
Target sequence (Q9GZV3 whole entry, looked up): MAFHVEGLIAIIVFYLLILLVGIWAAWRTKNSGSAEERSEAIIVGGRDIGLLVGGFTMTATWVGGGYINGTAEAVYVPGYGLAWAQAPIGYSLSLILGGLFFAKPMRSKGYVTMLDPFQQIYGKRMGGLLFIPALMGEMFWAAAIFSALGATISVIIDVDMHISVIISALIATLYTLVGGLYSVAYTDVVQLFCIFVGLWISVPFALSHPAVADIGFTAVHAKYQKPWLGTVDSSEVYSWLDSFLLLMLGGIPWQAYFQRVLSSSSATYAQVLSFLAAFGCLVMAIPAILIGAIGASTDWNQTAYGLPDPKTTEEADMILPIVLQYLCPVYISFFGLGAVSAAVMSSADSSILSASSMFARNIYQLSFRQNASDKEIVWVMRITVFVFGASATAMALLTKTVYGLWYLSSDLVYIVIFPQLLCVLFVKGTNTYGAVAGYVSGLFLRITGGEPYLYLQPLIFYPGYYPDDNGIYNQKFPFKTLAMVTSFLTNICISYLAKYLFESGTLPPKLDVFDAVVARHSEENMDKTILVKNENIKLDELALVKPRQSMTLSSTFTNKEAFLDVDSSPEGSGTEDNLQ
OX1R antag – antagonists of human orexin 1 receptor. CHO/OX1R cells, Fluo-8 calcium fluorescence, orexin A. inhibition, % at 5 µM. hit rate 0.43% among 330,000. AID 434989;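 active = inhibition above its plate's threshold, mean inhibition of all tested compounds on the plate plus 3 SD, cut at about 37% in these data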;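 note: 0% = orexin A challenge wells and 100% = SB-334867-A antagonist wells; not every result past the cut was called active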
Target sequence (O43613 whole entry, looked up): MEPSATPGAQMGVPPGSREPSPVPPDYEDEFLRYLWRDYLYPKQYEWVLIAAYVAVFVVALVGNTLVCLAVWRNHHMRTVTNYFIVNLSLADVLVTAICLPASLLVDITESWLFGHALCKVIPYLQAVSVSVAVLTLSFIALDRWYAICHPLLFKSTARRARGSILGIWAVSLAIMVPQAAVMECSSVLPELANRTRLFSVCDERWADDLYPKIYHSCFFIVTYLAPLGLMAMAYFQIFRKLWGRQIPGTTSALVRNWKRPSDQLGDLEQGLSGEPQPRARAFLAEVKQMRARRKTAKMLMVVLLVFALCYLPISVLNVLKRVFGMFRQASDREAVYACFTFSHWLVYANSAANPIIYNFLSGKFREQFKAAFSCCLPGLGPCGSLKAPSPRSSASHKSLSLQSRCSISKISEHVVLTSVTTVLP
* marks the source's active call; other numbers are inactive results; i = inactive; . = no result given.

A first look (15 entries):
SMILES	CHT PAM	OX1R antag
CCn1c(=O)n(CC)c2cc(NC(=O)C(C)c3ccccc3)c(Br)cc21 (stereo not drawn)	i	-34
CCOc1ccc(NS(=O)(=O)c2ccc(Cl)c(C(=O)N(C)Cc3cccnc3)c2)cc1	.	-13
CC(C)(C)C(=O)Cn1c(=N)n(Cc2ccccc2Cl)c2ccccc21	i	-51
Cc1ccc(S(=O)(=O)N(C)C)cc1NC(=O)c1ccc2ccccc2n1	i	-28
O=C(CN1CCN(S(=O)(=O)/C=C/c2ccccc2)CC1)NCC(F)(F)F	i	-11
CN1CCN(C(=S)c2cn(CCOc3ccccc3)c3ccccc23)CC1	i	-18
CC[C@@H]1C=C(C(=O)O)[C@H](c2cccc(C)c2)N1S(=O)(=O)c1ccc(C)cc1	.	-5
Cc1ccc(Oc2ccccc2)c(NC=O)c1	i	-7
Cc1ccc(-c2ccc(C#N)c(=O)n2CC(=O)N(C)C)cc1	i	-37
CCc1ccccc1N1CCN(S(=O)(=O)c2ccc(F)c(C)c2)CC1	i	-42
CC/C(=N/N=C(/CC)c1ccc(O)cc1)c1ccc(O)cc1	i	-6
COc1cc2c(cc1OC)-c1cc(Nc3ccc(C)cc3)nc(=O)n1CC2	i	-18
Cc1ccc(O)c(NC(=O)c2ccco2)c1	i	-11
COCC1CCN(Cc2nc(COc3ccccc3)no2)C1 (stereo not drawn)	i	-16
O=C(COc1ccc(Cl)cc1)NCc1ccc(F)cc1	i	-20

Results (from the top)
SMILES	CHT PAM	OX1R antag
CCn1c(=O)n(CC)c2cc(NC(=O)C(C)c3ccccc3)c(Br)cc21 (stereo not drawn)	i	-34
CCOc1ccc(NS(=O)(=O)c2ccc(Cl)c(C(=O)N(C)Cc3cccnc3)c2)cc1	.	-13
CC(C)(C)C(=O)Cn1c(=N)n(Cc2ccccc2Cl)c2ccccc21	i	-51
Cc1ccc(S(=O)(=O)N(C)C)cc1NC(=O)c1ccc2ccccc2n1	i	-28
O=C(CN1CCN(S(=O)(=O)/C=C/c2ccccc2)CC1)NCC(F)(F)F	i	-11
CN1CCN(C(=S)c2cn(CCOc3ccccc3)c3ccccc23)CC1	i	-18
CC[C@@H]1C=C(C(=O)O)[C@H](c2cccc(C)c2)N1S(=O)(=O)c1ccc(C)cc1	.	-5
Cc1ccc(Oc2ccccc2)c(NC=O)c1	i	-7
Cc1ccc(-c2ccc(C#N)c(=O)n2CC(=O)N(C)C)cc1	i	-37
CCc1ccccc1N1CCN(S(=O)(=O)c2ccc(F)c(C)c2)CC1	i	-42
CC/C(=N/N=C(/CC)c1ccc(O)cc1)c1ccc(O)cc1	i	-6
COc1cc2c(cc1OC)-c1cc(Nc3ccc(C)cc3)nc(=O)n1CC2	i	-18
Cc1ccc(O)c(NC(=O)c2ccco2)c1	i	-11
COCC1CCN(Cc2nc(COc3ccccc3)no2)C1 (stereo not drawn)	i	-16
O=C(COc1ccc(Cl)cc1)NCc1ccc(F)cc1	i	-20
CC1(c2nnc(Cc3ccccc3)o2)CC(c2ccc(Cl)cc2)=NO1 (stereo not drawn)	i	-14
Fc1cccc(/C=N/Nc2ccc(Cl)nn2)c1	i	-14
C=CCNC(=O)c1ccc(-c2nc(-c3ccc(Cl)c(Cl)c3)cs2)cc1	i	-9
CC(C)c1ccc(N(CCc2ccccn2)C(=O)C(C)(C)C)cc1	i	-29
CC1CCN(C(=O)CN2C(=O)NC3(CCCCCC3)C2=O)CC1	.	6
O=C(CSc1nnc(-c2ccc(Cl)cc2)n1Cc1ccco1)Nc1ccc2c(c1)OCCO2	i	-2
CCc1cccc(C)c1NC(=O)C1=C(C(=O)O)CCCC1	i	-11
Cc1ccc(N2C(=O)CC(Sc3ncccc3C(=O)O)C2=O)cc1 (stereo not drawn)	i	-2
CN1C(=O)c2ccccc2N(C)C1c1cccc(O)c1 (stereo not drawn)	i	-10
CC(C(=O)NCc1ccccc1)N1C(=O)CN(C)C(=O)c2ccccc21 (stereo not drawn)	i	-6
O=C(CN1C(=O)C2C3C=CC(C4CC34)C2C1=O)OCC(=O)c1ccccc1 (stereo not drawn)	i	5
COC(=O)c1cc(C)sc1NC(=O)c1cccnc1	i	-10
O=C(NCCN1CCOCC1)C1CCC(CNS(=O)(=O)c2ccc(Cl)cc2)CC1 (stereo not drawn)	i	-10
O=C(O)c1ccc(-n2cccn2)nc1	i	-9
Cc1nnc(Nc2ccc(Cl)cc2)n(N)c1=O	i	-13
CN(Cc1ccccc1)C(=O)CCC1CCN(C(=O)CCC(F)(F)F)CC1	i	-27
COc1ccccc1-c1csc(Cc2nnc3n2CCCCC3)n1	i	-17
C(=N\Nc1nc2ccccc2[nH]1)/c1cccc2nccnc12	i	-22
O=C(Nc1ccccc1-c1ccccc1)C(c1ccccc1)c1ccccc1	i	-17
COC(=O)Nc1nc(C)c(C(=O)c2ccccc2)s1	i	-9
Cc1cccc(C(=O)O/N=C(\N)CS(=O)(=O)c2ccccc2)c1	i	-12
CCOC(=O)c1ccc(NC(=O)C(=O)NCC2CCCO2)cc1 (stereo not drawn)	i	-9
COC(=O)C1(CO)NC(c2cccs2)C2C(=O)N(c3ccccc3)C(=O)C21 (stereo not drawn)	i	-5
C#CC(C)(C)NC(=S)NC1CC2C=CC1C2 (stereo not drawn)	i	-4
CCOC(=O)CN1C(=O)C(O)=C(C(C)=O)C1c1ccc(F)cc1 (stereo not drawn)	i	-6
O=C(N/N=C/c1ccco1)/C(=C/c1cccc([N+](=O)[O-])c1)NC(=O)c1ccccc1	i	-23
Cc1noc(C)c1NC(=O)N(C)C[C@H]1Oc2ccc(NC(=O)Nc3ccccc3)cc2C(=O)N([C@H](C)CO)C[C@@H]1C	.	13
c1cncc(C2OCC3(CO2)COC(c2cccnc2)OC3)c1 (stereo not drawn)	i	-10
COc1ccccc1CNC(=O)CN(c1ccc(C)cc1)S(=O)(=O)c1c(C)nn(C)c1C	i	-19
Oc1cccc(C(=S)N2CCCCC2)c1	i	2
O=C(NCNC(=O)c1ccccc1)c1ccccc1	i	-6
C=CCOc1ccc(C2C(C(=O)c3ccco3)=C(O)C(=O)N2c2nnc(C)s2)cc1 (stereo not drawn)	i	-11
Cc1cc(C)cc(NC(=O)CSc2nnc(CNC(=O)c3cccs3)o2)c1	i	-31
Cc1ccc(CSCC(=O)N/N=C/c2sccc2C)cc1	i	-3
O=S(=O)(c1ccccc1)c1nc(-c2ccco2)oc1NCc1cccnc1	i	-24
CN1c2ccsc2C(O)=C(C(=S)Nc2ccccc2)S1(=O)=O	i	-15
N#Cc1ccc(CN2CCN(C(=O)C3CC(=O)N(c4ccccc4F)C3)CC2)cc1 (stereo not drawn)	.	-9
Cc1ccc2c(c1)N(C(C)C(=O)NCc1ccccn1)C(=O)CO2 (stereo not drawn)	i	-16
COc1cc(Nc2cc(C)nc3nc(C)nn23)cc(OC)c1OC	i	6
Cc1nc(NC(=S)NC(=O)c2ccccc2)sc1C	i	-13
COc1ccc(NC2CC(=O)N(c3ccc(C(=O)O)cc3)C2=O)cc1 (stereo not drawn)	i	-13
COc1ccc(NC(=O)C(c2ccc(OC)cc2)N(C)C(=O)CNC(C)=O)cc1 (stereo not drawn)	i	-5
OCCOCCOc1ccc(-c2nn[nH]n2)cc1	i	0
FC(F)(F)c1cc(-c2cccs2)nc(NCc2ccco2)n1	i	-11
O=C(COC(=O)CCC(=O)c1cccs1)Nc1ccccc1C(F)(F)F	.	0

The list goes on.
SMILES	CHT PAM	OX1R antag
COC(=O)C1=C(C(=O)OC)[C@@H]2N(C)c3ccccc3[C@@]23C[C@@H](C(=O)OC)N(C(=O)c2ccc(Br)cc2)C3=N1	i	-27
O=C1CN(C(=O)COC(=O)CCNS(=O)(=O)c2ccc(Cl)cc2)c2ccccc2N1	i	-3
O=C(O)C1=C[C@@H](c2ccc(Br)cc2)C[C@@H](OCc2ccc(CO)cc2)O1	i	0
O=C(NC1CC(=O)N(c2cccc(F)c2)C1)C(=O)c1c[nH]c2ccccc12 (stereo not drawn)	i	-14
CCC(=O)N1CCc2cc(S(=O)(=O)CCC(=O)NCc3cccs3)ccc21	i	-13
CN(C(=O)c1cc2c(=O)n3ccccc3nc2s1)C1CCCCC1	i	-3
O=C(Nc1ccc(-c2nc3cccnc3s2)cc1)c1ccco1	i	-29
O=C(NCCCn1ccnc1)c1cc(-c2ccccc2)on1	i	0
COc1ccc2nc(SCC(=O)NC(C)(C)C)[nH]c2c1	i	-5
CCc1ccc(N(CC(=O)NCc2ccc(F)cc2)C(=O)c2csnn2)cc1	i	-19
COc1ccc(CCNC(=O)CNS(=O)(=O)c2ccc(F)c(Cl)c2)cc1OC	i	-22
CCCCCCC(C)OC(=O)Nc1cccc2ccccc12 (stereo not drawn)	i	-32
O=C(Nc1ccc(Cl)cc1Cl)C1CCCO1 (stereo not drawn)	i	-5
C1CNCCNCCCNCCNC1	i	10
CCCN(CCC)c1nc2ccccc2nc1C(C#N)C(=O)OC(C)COC (stereo not drawn)	i	-18
COc1cc(C2NC(=S)NC(C)=C2C(=O)Nc2cc(C)cc(C)c2)ccc1O (stereo not drawn)	i	-18
COc1ccc(C(=O)NCN2CCN(c3ccccc3)CC2)cc1OC	.	-13
Cc1ccc(C(=O)Nc2c(C)n(C)n(-c3ccccc3)c2=O)cc1S(=O)(=O)N1CCOCC1	i	-5
O=C(NCCOc1ccccc1)c1ccccc1[N+](=O)[O-]	i	1
COCC(=O)N1CCCC(C(=O)c2ccc(-c3ccccc3)cc2)C1 (stereo not drawn)	i	-21
CCCOc1ccc(CN2CCOCC2)cc1OC	i	4
COc1ccc(-n2nnc3c(SCC(=O)NCc4ccco4)ncnc32)cc1	i	-13
CCOc1ccccc1N(CC(=O)NCCOC)C(=O)CCC(=O)Nc1ccccn1	i	-18
COc1ccc(CCN2C(=O)C3C4C=CC(C5CC45)C3C2=O)cc1OC (stereo not drawn)	i	-18
O=C1C2C3c4ccccc4C(c4ccccc43)C2C(=O)N1Cc1ccco1 (stereo not drawn)	i	-20
CCC(Sc1nnc(-c2ccco2)n1C)C(=O)Nc1nnc(C)s1 (stereo not drawn)	i	-24
CC1=CC(C)(C)N2C(=O)C3(SCC(=O)N3c3ccc(F)cc3)c3cc(C)cc1c32 (stereo not drawn)	i	-11
COC(=O)CN1C(=O)[C@H]2[C@@H](c3ccc(C)o3)N3C(=O)CN(Cc4ccccn4)C(=O)[C@@]3(Cc3ccccc3)[C@H]2C1=O	i	-9
CCN(CC)S(=O)(=O)C1CCS(=O)(=O)C1 (stereo not drawn)	i	3
O=S(=O)(NCCSc1ccccc1)c1cccs1	i	0
O=C(Cn1cnc2c(OCc3ccccc3)ncnc21)N[C@H](CO)Cc1cc2ccccc2[nH]1	.	-22
Clc1ccc(-c2cn3c(n2)SCC3)cc1	i	-25
O=C(c1cc(-c2cccs2)on1)N1CCN(c2ccc(F)cc2)CC1	i	-12
COc1ccc(CN2CCC(Oc3ccc(C(=O)NCc4ccccn4)cc3)CC2)c(F)c1	i	-18
COc1ccccc1CNS(=O)(=O)c1cc2c3c(c1)CCC(=O)N3CCC2	i	-27
CCCCc1cc(=O)oc2cc(C)cc(OCC(=O)N3CCC(C(=O)O)CC3)c12	i	-16
COc1cccc(NC2=NCC(=O)N2Cc2cccs2)c1	i	-22
Cc1cc(NC(=O)CCC(=O)N(c2ccc(F)cc2)C(C(=O)NC2CCCC2)c2ccc(C)o2)no1 (stereo not drawn)	i	-28
CC(C)N(Cc1cnn(C)c1)Cc1nc(-c2ccc(Cl)cc2)no1	i	-23
CS(=O)(=O)c1ccc(C(=O)OCC(=O)NNC(=O)COc2ccc(Cl)cc2)cc1	i	-3
Cc1nnc(SCC(=O)NC2CCCC2)n1C(C)C	i	-1
CCc1nnc(NS(=O)(=O)c2ccc(NC(=O)c3ccc(Br)cc3)cc2)s1	i	-9
CCOC(=O)C1(CC2CCCCO2)CCN(C(=O)Nc2ccccc2SC)CC1 (stereo not drawn)	i	-18
O=C(NC(=S)N(Cc1ccccc1)Cc1ccccc1)c1ccccc1F	i	-11
Cn1c(SCC(=O)NNC(=O)c2ccccc2)nnc1C(F)(F)F	.	-12

Part of the list above, with bars between the fields.
Molecule | CHT PAM | OX1R antag
COc1ccccc1CNS(=O)(=O)c1cc2c3c(c1)CCC(=O)N3CCC2 | i | -27
CCCCc1cc(=O)oc2cc(C)cc(OCC(=O)N3CCC(C(=O)O)CC3)c12 | i | -16

Further compounds.
SMILES	CHT PAM	OX1R antag
COc1ccc(/C=C(\NC(=O)c2cccs2)C(=O)NC(C)(C)C)cc1OC	i	-9
Cc1ccc(NC(=O)COC(=O)CCc2c(C)nc3nc(N)nn3c2C)cc1C	.	-1
CCOC(=O)NC(=O)/C(C#N)=C\c1ccccc1	i	-14
Cc1nc(C(=O)N(C)C)nn1-c1ccc([N+](=O)[O-])cc1	i	-4
O=C(CN(Cc1ccco1)C(=O)CNS(=O)(=O)c1ccc(Cl)cc1)NCC1CCCO1 (stereo not drawn)	i	-10
Cn1c(=O)c2c(ncn2CC(=O)OCC(=O)Nc2ccc(F)cc2F)n(C)c1=O	.	-18
Cc1nc2cc(NS(=O)(=O)c3cccc(F)c3)ccc2s1	i	-13
N#Cc1cn(CC(=O)NCc2cccnc2)c2ccccc12	i	7
O=C(NCc1ccccc1)c1onc(CSc2ccccc2)c1C(=O)NCc1ccccc1	i	16
CC(=O)NC(c1cccs1)c1cc([N+](=O)[O-])c2cccnc2c1O (stereo not drawn)	i	-10
Cc1cc(C)c(S(C)(=O)=O)c(NN)n1	i	-9
CC(=O)NC1=NN(C(C)=O)C(c2ccco2)S1 (stereo not drawn)	i	-6
CN1CCN(C(=O)c2ccccc2NC(=O)Cc2ccccc2)CC1	i	2
O=C(COC(=O)c1ccc(S(=O)(=O)N2CCCC2)cc1)NCc1ccc(F)cc1	i	-30
CCOC(=O)C1=CN(Cc2ccco2)S(=O)(=O)N(C)C1c1ccc(F)c(Cl)c1 (stereo not drawn)	.	-19
COc1ccccc1-c1nc(-c2ccncc2)no1	i	-22

Bioassay records deposited in PubChem by several laboratories.

An unsorted share of the library; 0.83% or so of the library scored in one or more.
